LmPK inhibitor = blocks Leishmania mexicana pyruvate kinase activity | purified LmPK, Kinase-Glo ATP luminescence, 1 h | 0.37% of 290,000 active | Q27686 | Potency, µM (doses to about 57.5 µM), without a hit: at the top dose activity change, negative = inhibition, usual class: inhibitors
Target sequence (Q27686 whole entry, looked up): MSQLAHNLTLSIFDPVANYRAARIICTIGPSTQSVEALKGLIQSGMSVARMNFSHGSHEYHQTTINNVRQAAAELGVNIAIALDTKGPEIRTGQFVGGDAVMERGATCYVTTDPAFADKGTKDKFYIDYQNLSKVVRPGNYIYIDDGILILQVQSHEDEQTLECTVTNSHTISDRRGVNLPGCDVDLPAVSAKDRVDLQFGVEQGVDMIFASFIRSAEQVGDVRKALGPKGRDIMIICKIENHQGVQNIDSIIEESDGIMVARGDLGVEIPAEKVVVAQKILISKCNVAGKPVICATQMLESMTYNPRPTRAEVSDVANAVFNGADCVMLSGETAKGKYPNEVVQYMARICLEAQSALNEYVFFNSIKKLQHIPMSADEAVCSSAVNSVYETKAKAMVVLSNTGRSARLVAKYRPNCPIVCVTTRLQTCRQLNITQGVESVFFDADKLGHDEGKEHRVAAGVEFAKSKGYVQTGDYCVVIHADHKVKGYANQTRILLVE
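Purified LmPK (0.1 nM) with 0.5 mM PEP and 0.1 mM ADP in imidazole buffer pH 7.2 with MgCl2/KCl, 1 h at room temperature. ATP formed was read by luciferase luminescence and normalized to no-enzyme and uninhibited controls.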
TbPYK inhibitor = blocks Trypanosoma brucei pyruvate kinase; AID 624173; Q57TT1; Potency, µM (titrated, usually from 76.8 µM), without a hit: at the highest dose activity, negative = inhibition, hits mostly inhibitors; TbPYK enzyme, Kinase-Glo Plus ATP luminescence, 45 min; 0.12% of 410,000 active; note: nearly all actives have a fitted effect of over 50% in size
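T. brucei PYK with substrate was exposed to pin-transferred compounds across a concentration series, then started with 130 uM ADP (final). After 45 min at room temperature, Kinase-Glo Plus luminescence was read, normalized and curve-fitted.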
Pf growth 96h = inhibits malaria parasite growth, 96 h; Potency, µM (series often up to 28.7 µM), without a hit: at the highest dose activity change, negative = inhibition, actives largely listed as inhibitors; P. falciparum luciferase reporter growth, 96 h; 6.9% of 320,000 active
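P. falciparum expressing integrated firefly luciferase, in erythrocytes at 2% hematocrit, 0.05% parasitemia, incubated with compounds 96 h at 37 C, 5% CO2. Growth inhibition read as loss of luminescence; two-generation exposure targets delayed-death apicoplast inhibitors.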
Pf growth 48h = inhibits P. falciparum growth in the first generation, 48 h. P. falciparum luciferase growth in erythrocytes, 48 h. Potency, µM (top dose mostly 28.7 µM), without a hit: top-dose activity change, negative = inhibition, usual class: inhibitors. 5.9% of 310,000 active. AID 504832
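Erythrocytes infected with P. falciparum carrying an integrated firefly luciferase reporter (2% hematocrit, 0.1% parasitemia final) were exposed to compounds in RPMI 1640 with 0.5% Albumax at 37 C, 5% CO2. Growth inhibition was scored as reduced luminescence.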
Sm TGR block = inhibitors of Schistosoma mansoni thioredoxin glutathione reductase; Q962Y6; purified TGR, DTNB reduction, TNB absorbance 405 nm; Potency, µM (top dose mostly 114 µM), for the others: top-dose activity change, negative = inhibition, usual class: inhibitors; 3% of 360,000 active; note: nearly all actives have a fitted effect of over 60% in size
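Kinetic colorimetric format: TGR-catalysed, NADPH-driven DTNB reduction monitored via TNB absorbance. Enzyme dispensed at 20 nM; compound exposure 15 min at room temperature before reaction start.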
HCV inh = HCV inhibition; AID 651820; 3.4% of 340,000 active; Potency, µM (titrated, usually from 41.8 µM), for the others: at the top dose activity change, negative = inhibition, hits mostly inhibitors; Huh7.5.1 HCVcc-Cre infection, luciferase reporter, 44 h
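Infectious HCVcc-Cre (~0.5 moi) was added to cells just after compound, with cells seeded 4 h earlier at 1,000 per well. Luciferase activity after 44 h culture reported infection; substrate was incubated 15 min at room temperature before reading.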
Active calls of the source: *; ? = inconclusive; · = not tested or not shown; [ ] = dose if it differs, or a comment. Calls come from the whole dose curve; as a rule, active = well fitted curve in the direction sought with a large enough effect; inconclusive = small, poorly fitted or top-dose-only effect, or another doubt; inactive = no such curve, though single readings can be large; an effect the other way counts as inactive or inconclusive. % is set by controls: 0 for no effect and ±100 for the full control effect; potency is the fitted concentration of half-maximal effect.

SMILES	LmPK inhibitor	TbPYK inhibitor	Pf growth 96h	Pf growth 48h	Sm TGR block	HCV inh
O=C(Nc1ccccc1C(=O)NCCCN1CCOCC1)c1ccc(F)cc1	1%	-3%	11%	13%	89µM*	14%
C[N+](C)(C)CCNC(=O)c1c(O)c2c([nH]c1=O)CCCC2	1%	-6%	0%	?	9%	-9%
COC(=O)C(C)N1C(=O)S/C(=C\c2cc(C)n(-c3ccccn3)c2C)C1=O (centres undefined)	-1%	-12%	28%	·	0%	?
COc1ccc(-c2nc(C)c(C(C)=O)n2O)cc1[N+](=O)[O-]	-27%	-5%	32%	27%	5%	9%
O=C(Nc1nnc(Cc2ccccc2)s1)C1CCN(C(=O)c2ccco2)CC1	5%	-14%	8%	-10%	1%	-13%
COc1ccc(C2(CNC(=O)c3ccc(N)cc3)CCCC2)cc1	-1%	-10%	108%[activator]	34%	1%	-14%
CCN(CC)c1ccc(NC(=O)CSc2nnc3nc(C)cc(C)n23)cc1	0%	-24%	?	?	-13%	10%
CCOc1ccc(CCNC(=O)C(CC)n2nc(C)n3c(cc4sccc43)c2=O)cc1OCC (centres undefined)	2%	2%	·	·	-3%	-22%
CCOC(=O)C1CCCN(CCC(=O)Nc2ccc(F)c(F)c2)C1 (centres undefined)	0%	-1%	-27%	13%	7%	-17%
O=C1CC(C(=O)N2CCCc3ccccc32)CN1c1ccc(Cl)cc1 (centres undefined)	-4%	2%	?	-8%	-12%	14%
CCOc1ccccc1N1CCN(CC(=O)NCCc2ccc(S(N)(=O)=O)cc2)CC1	0%	-1%	-1%	?	-6%	-16%
CCOc1ccc(NC(=O)C(C)Sc2nnnn2C)cc1 (centres undefined)	2%	0%	?	21%	-5%	8%
COc1ccc(C(=O)NNC(=O)CSc2nnc(C)n2CC2CCCO2)cc1 (centres undefined)	-3%	-7%	11%	-13%	-1%	22%
N#Cc1nc(N2CCCC2)nc(N2CCCC2)n1	-1%	-9%	-5%	-3%	5%	7.1µM*
COCCn1c(N)c(N(Cc2ccccc2)C(=O)CN2C(=O)NC(C)(c3ccccc3)C2=O)c(=O)[nH]c1=O (centres undefined)	-3%	-7%	14%	22%	3%	5%
COc1cc(CC(=O)NC(c2ccccc2)c2ccccc2)cc(OC)c1OC	-4%	-5%	?	?	8%	-22%
CCOCCCNC(=O)Cn1nc(-c2ccccc2)ccc1=O	-2%	-8%	5%	22%	-11%	11%
CCOc1ccccc1C(=O)NCC(=O)N(C)Cc1cccnc1	-1%	2%	18%	6%	1%	-17%
CCc1cccc(NC(=O)c2ccc(CNc3c(N4CCCC4)c(=O)c3=O)cc2)c1	1%	2%	?	?	10%	16%
O=C(COc1ncnc2ccccc12)NCc1ccc2c(c1)OCO2	7%	4%	31%[activator]	17%	-2%	7%
CSc1ncccc1C(=O)OCC(=O)N1CCOCC1	-9%	2%	?	11%	-4%	19%
CC1(NC(=O)Nc2cccc3ccccc23)CCS(=O)(=O)C1 (centres undefined)	-3%	2%	23%	11%	-6%	16%
S=C(NCCCN1CCOCC1)Nc1cccc(Cl)c1	4%	-2%	45%[activator]	0%	?	11%
CC(On1nnc2ccccc21)C(=O)N1CCN(Cc2ccccc2)CC1 (centres undefined)	-1%	7%	2%	9%	-9%	12%
Cc1ccc(N(C(=O)CNC(=O)c2ccco2)C(C(=O)NC2CCCCC2)c2cccnc2)c(C)c1 (centres undefined)	4%	3%	13%	-7%	-1%	25%
Cc1ccc(Oc2cc(NC(=O)CCCn3nc(C)c([N+](=O)[O-])c3C)cc([N+](=O)[O-])c2)cc1	5%	2%	?	-2%	-7%	?
COc1ccc(N2CC(C(=O)N/N=C/c3ccc(C)cc3)CC2=O)cc1 (centres undefined)	4%	0%	8%	-15%	·	-23%
O=C(CNS(=O)(=O)c1cccs1)N1CCc2ccccc2C1	-2%	3%	0%	64%[activator]	0%	0%
CC(=O)Nc1ccc(S(=O)(=O)Nc2ccc(Nc3ccccc3)cc2)cc1	6%	3%	?	-7%	-20%	?
CC1CN(c2nc3ccccn3c(=O)c2/C=C(\C#N)C(=O)N2CCOCC2)CC(C)O1 (centres undefined)	0%	-1%	?	0%	7%	16%
Cc1cc(C)c(S(=O)(=O)N2CCCCC2C(=O)O)c(C)c1 (centres undefined)	1%	7%	18%	-2%	-20%	11%
Nc1ncnc(N(c2ccccc2)C2CCCCC2)c1[N+](=O)[O-]	3%	2%	50%[activator]	6%	11%	-27%
C/C(N)=C(/C#N)C(=O)COC(=O)c1ccccc1Cc1ccccc1	0%	-1%	4%	-17%	-4%	?
O=C(CSc1ccc([N+](=O)[O-])cc1)Nc1cccc(S(=O)(=O)Nc2ccccc2F)c1	-3%	-22%	23%	20%	5%	-3%
CC(C)NC(=O)N1CCC(c2nc3ccccc3s2)CC1	0%	0%	3%	9%[0.00184 µM]	2%	8%
CCCCn1nnnc1NCc1cccs1	4%	-5%	?	1%	-7%	1%
O=C(CN1C(=O)C(=O)N(Cc2ccco2)C1=O)NC1CCCCC1	0%	4%	-2%	13%	-1%	21%
CCOc1ccc(N2C(=O)CC(n3nc(C)cc3C)C2=O)cc1 (centres undefined)	1%	-2%	·	-5%	?	27%
CCOC(=O)c1cc(=O)n(Cc2ccccc2C)c2ccccc12	1%	0%	?	·	3%	?
CC1CCCCN1S(=O)(=O)c1ccc(S(=O)(=O)N2CCN(c3ccccc3)CC2)cc1 (centres undefined)	11%	0%	·	-2%	-5%	-9%
COc1ccccc1NC(=O)c1ccc(NC(=O)c2nc3nccc(C)n3n2)cc1	·	-1%	?	?	-5%	5%
C/C(=N\NC(=O)CNC(=O)c1ccncc1)c1ccc(C)cc1	10%	-6%	2%	-8%	0%	6%
O=C(CBr)N1CCc2ccccc2C(c2ccccc2)C1 (centres undefined)	-14%	?	28%	7%	3.5µM*	13%
O=[N+]([O-])c1ccc(C(=S)N2CCC(Cc3ccccc3)CC2)cc1	0%	-9%	4%	-9%	-5%	9%
CCN(CC)S(=O)(=O)c1ccc(N/N=C(\C)c2ccc(OC)cc2O)nc1	12%	-1%	?	13µM*	2%	?

Profiles, quoted from the list:
O=[N+]([O-])c1ccc(C(=S)N2CCC(Cc3ccccc3)CC2)cc1 in the list: LmPK inhibitor: 0%; TbPYK inhibitor: -9%; Pf growth 96h: 4%; Pf growth 48h: -9%; Sm TGR block: -5%; HCV inh: 9%
O=C(CN1C(=O)C(=O)N(Cc2ccco2)C1=O)NC1CCCCC1 in the list: LmPK inhibitor: 0%; TbPYK inhibitor: 4%; Pf growth 96h: -2%; Pf growth 48h: 13%; Sm TGR block: -1%; HCV inh: 21%

Next entries follow:
SMILES	LmPK inhibitor	TbPYK inhibitor	Pf growth 96h	Pf growth 48h	Sm TGR block	HCV inh
COc1ccccc1C1=NNC(=NCc2ccccc2)SC1	-4%	-26%	50%[activator]	-28%	7%	-26%
O=C(CCC(=O)NNC(=O)COc1ccc(Br)cc1Br)NCc1ccccc1	1%	0%	34%[activator]	19%	10%	4%
CNS(=O)(=O)c1cnccc1N1CCN(C)CC1	3%	6%	-12%	4%	-1%	15%
Cc1onc(C(=O)NN)c1C(=O)N1CCN(C(c2ccccc2)c2ccccc2)CC1	0%	-6%	?	5.9µM*	-5%	?
CCn1c(C)[n+](CCOCC[n+]2c(C)n(CC)c3cc(Cl)c(Cl)cc32)c2cc(Cl)c(Cl)cc21	-6%	-8%	10µM*	·	-6%	21%
COc1ccc(CCNC(=O)Cn2ccc3cc(S(=O)(=O)N4CCCC4)ccc32)cc1OC	4%	4%	15%	?	-24%	?
Cc1ccc(/C=N/NC(=O)C(C)Oc2ccccc2[N+](=O)[O-])s1 (centres undefined)	0%	-1%	64%[activator]	48%[activator]	-13%	-30%
Cc1nnsc1C(=O)N/N=C/c1c(F)cccc1Cl	-8%	-2%	19%	8%	11%	15%
O=C(NCCN1CCCCCC1)C1CC(=O)N(CCc2ccccc2)C1 (centres undefined)	-4%	5%	16%	4%	4%	15%
Cc1ccc(NC(=O)C(c2ccccc2)N2CCN(CC(=O)N3CCOCC3)CC2)cc1Cl (centres undefined)	·	-11%	?	?	-22%	-18%
COc1ccccc1-n1cnc2sc(-c3ccccc3)cc2c1=O	-2%	5%	0%	36%[activator]	14%	?
Cc1c(C(=O)OCC(=O)N2CC(=O)Nc3ccccc32)oc2ccccc12	7%	0%	·	?	-4%	?
CC(=O)[C@@]1(O)CC[C@H]2[C@@H]3CCC4=CC(=O)CC[C@]4(C)[C@H]3[C@@H](O)C[C@@]21C	-1%	2%	5%	3%	2%	7%[8.37 µM]
CCn1c(C)nc2c1C(=O)c1ccccc1C2=O	-3%	1%	?	?	-22%	-29%
COc1ccc(/C=C2\CN(Cc3ccccc3)C/C(=C\c3ccc(OC)cc3OC)C2=O)c(OC)c1	2%	-2%	?	?	-22%	?
CC(C)(Oc1ccc(Cl)cc1)C(=O)Nc1ncccn1	1%	-4%	?	-30%	4%	11%
O=C(Nc1ccc(-c2nc3ccccc3[nH]2)cc1)c1ccc(N2C(=O)CCC2=O)cc1	-5%	-9%	-22%	-12%	-6%	1%
CCOc1ccc(N2CC(C(=O)NC3=NCCS3)CC2=O)cc1 (centres undefined)	6%	0%	23%	13%	13%	14%
CC(C)c1nc(=S)n(-c2ccccc2)[nH]1	-26%	?	?	6%	-2%	8%
CS(=O)(=O)NN1C(=O)c2ccccc2NC1c1ccccc1O (centres undefined)	2%	11%	43%	?	-1%	-1%
COc1ccc(NC(=O)C2CCCN2C(=O)Nc2cccc(F)c2)cc1 (centres undefined)	-1%	-2%	-1%	13%	-3%	2%
CCOc1ccc(S(=O)(=O)N(CC(N)=O)c2ccc(C)cc2)cc1	-10%	0%	·	2%	6%	-11%
Cc1ccc(CNC(=O)C(=O)NCC2OCCCN2S(=O)(=O)c2cccs2)cc1 (centres undefined)	-13%	-1%	6%	5%	37%[activator]	·
O=C(CN(C(=O)c1ccccc1Cl)C1CCCCC1)Nc1ccc(Cl)c([N+](=O)[O-])c1	6%	3%	31%[activator]	13µM*	-7%	?

Filtered by structure, those above with a halogen (13)
SMILES	LmPK inhibitor	TbPYK inhibitor	Pf growth 96h	Pf growth 48h	Sm TGR block	HCV inh
O=C(Nc1ccccc1C(=O)NCCCN1CCOCC1)c1ccc(F)cc1	1%	-3%	11%	13%	89µM*	14%
CCOC(=O)C1CCCN(CCC(=O)Nc2ccc(F)c(F)c2)C1 (centres undefined)	0%	-1%	-27%	13%	7%	-17%
O=C1CC(C(=O)N2CCCc3ccccc32)CN1c1ccc(Cl)cc1 (centres undefined)	-4%	2%	?	-8%	-12%	14%
S=C(NCCCN1CCOCC1)Nc1cccc(Cl)c1	4%	-2%	45%[activator]	0%	?	11%
O=C(CSc1ccc([N+](=O)[O-])cc1)Nc1cccc(S(=O)(=O)Nc2ccccc2F)c1	-3%	-22%	23%	20%	5%	-3%
O=C(CBr)N1CCc2ccccc2C(c2ccccc2)C1 (centres undefined)	-14%	?	28%	7%	3.5µM*	13%
O=C(CCC(=O)NNC(=O)COc1ccc(Br)cc1Br)NCc1ccccc1	1%	0%	34%[activator]	19%	10%	4%
CCn1c(C)[n+](CCOCC[n+]2c(C)n(CC)c3cc(Cl)c(Cl)cc32)c2cc(Cl)c(Cl)cc21	-6%	-8%	10µM*	·	-6%	21%
Cc1nnsc1C(=O)N/N=C/c1c(F)cccc1Cl	-8%	-2%	19%	8%	11%	15%
Cc1ccc(NC(=O)C(c2ccccc2)N2CCN(CC(=O)N3CCOCC3)CC2)cc1Cl (centres undefined)	·	-11%	?	?	-22%	-18%
CC(C)(Oc1ccc(Cl)cc1)C(=O)Nc1ncccn1	1%	-4%	?	-30%	4%	11%
COc1ccc(NC(=O)C2CCCN2C(=O)Nc2cccc(F)c2)cc1 (centres undefined)	-1%	-2%	-1%	13%	-3%	2%
O=C(CN(C(=O)c1ccccc1Cl)C1CCCCC1)Nc1ccc(Cl)c([N+](=O)[O-])c1	6%	3%	31%[activator]	13µM*	-7%	?

Hits appear at their usual frequency, and some 16% of all compounds hit somewhere here.
